POLI inh – DNA polymerase iota (human) inhibition | Pol iota fluorescent replication assay, 10 min | hit rate 1% among 390,000 | Potency, µM (titrated, usually from 115 µM), without a hit: top-dose activity, negative = inhibition, usual class: inhibitors; note: potency is the fitted concentration of half-maximal effect
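Pol iota at 10 nM preincubated 15 min with compounds at room temperature; reaction started with fluorescent substrate, 50 nM final. Fluorescence read kinetically at 0 and 10 min; buffer-only wells as negative control.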
APEX1 inh – APE1 (human) endonuclease inhibition | Potency, µM (highest dose often 65.8 µM), for inactives: top-dose activity change, negative = inhibition, actives largely listed as inhibitors | P27695 | recombinant APE1, TAMRA/BHQ-2 abasic DNA cleavage fluorescence | hit rate 0.35% among 350,000;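 note: potency is the fitted concentration of half-maximal effect; plate controls were vehicle for no effect and reference inhibitor for full effect; nearly all actives have a fitted effect of over 55% in size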
Target sequence (P27695 whole entry, looked up): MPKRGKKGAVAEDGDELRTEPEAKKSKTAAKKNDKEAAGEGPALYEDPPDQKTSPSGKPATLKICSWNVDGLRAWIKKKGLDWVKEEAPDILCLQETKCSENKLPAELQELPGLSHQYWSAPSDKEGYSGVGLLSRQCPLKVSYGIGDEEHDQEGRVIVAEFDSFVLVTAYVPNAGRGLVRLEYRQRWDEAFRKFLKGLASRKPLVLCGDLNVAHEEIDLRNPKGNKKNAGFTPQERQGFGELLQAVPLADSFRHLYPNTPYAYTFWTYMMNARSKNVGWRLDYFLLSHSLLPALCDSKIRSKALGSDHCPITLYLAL
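Step 1: APE1 (0.75 nM) with compound, 15 min RT. Step 2: add 50 nM fluorophore/quencher THF duplex. Step 3: three fluorescence reads 60 s apart (525/598 nm); read 3 minus read 1 = reaction progress.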
BLM inh – blocks DNA unwinding by human BLM helicase. P54132. hit rate 0.2% among 350,000. Potency, µM (series often up to 56.1 µM), for the others: at the highest dose activity change, negative = inhibition, hits mostly inhibitors. recombinant BLM DNA unwinding, fluorescence dequenching;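 note: potency is the fitted concentration of half-maximal effect; plate controls were vehicle for no effect and no enzyme for full effect; nearly all actives have a fitted effect of over 35% in size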
Pol eta inh – inhibitors of human DNA polymerase eta | Potency, µM (doses to about 114 µM), for the others: at the highest dose activity change, negative = inhibition, most hits filed as inhibitors | recombinant Pol eta, fluorescent DNA replication assay | hit rate 1.2% among 390,000 | Q9Y253 | AID 588591; note: potency is the fitted concentration of half-maximal effect; % is set by controls: 0 for no effect and ±100 for the full control effect
Target sequence (Q9Y253 whole entry, looked up): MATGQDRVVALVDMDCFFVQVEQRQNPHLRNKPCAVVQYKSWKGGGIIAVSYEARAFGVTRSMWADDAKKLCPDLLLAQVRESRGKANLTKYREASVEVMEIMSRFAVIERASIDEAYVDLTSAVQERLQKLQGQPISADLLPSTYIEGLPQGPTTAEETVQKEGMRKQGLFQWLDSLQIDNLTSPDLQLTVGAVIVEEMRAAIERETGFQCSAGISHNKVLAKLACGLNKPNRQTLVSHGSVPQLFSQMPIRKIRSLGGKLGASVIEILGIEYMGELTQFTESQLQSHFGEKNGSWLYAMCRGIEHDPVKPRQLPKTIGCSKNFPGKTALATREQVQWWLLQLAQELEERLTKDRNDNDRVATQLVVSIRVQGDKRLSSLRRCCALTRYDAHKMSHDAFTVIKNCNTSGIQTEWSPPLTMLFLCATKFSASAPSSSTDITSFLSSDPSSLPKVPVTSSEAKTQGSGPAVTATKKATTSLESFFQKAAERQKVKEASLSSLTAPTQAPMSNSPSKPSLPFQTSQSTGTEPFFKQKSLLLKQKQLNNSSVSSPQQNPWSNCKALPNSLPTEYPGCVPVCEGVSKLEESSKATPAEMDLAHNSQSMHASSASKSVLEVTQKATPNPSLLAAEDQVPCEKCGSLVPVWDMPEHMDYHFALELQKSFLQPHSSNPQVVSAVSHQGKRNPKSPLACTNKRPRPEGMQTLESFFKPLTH
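Pol eta at 10 nM preincubated with compounds 15 min at room temperature; reaction started with fluorescent substrate (50 nM final) and read kinetically at 0 and 10 min.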
GRP78 ERSR act – induces the endoplasmic reticulum stress response in human glioma cells | U87-MG GRP78 promoter luciferase reporter, 16 h | Potency, µM, without a hit: at the top dose activation, most hits filed as activators | hit rate 0.02% among 420,000 | AID 602332; note: potency is the fitted concentration of half-maximal effect; series mostly up to about 76 µM; % of control where 0% means no effect; nearly all actives have a fitted effect of over 35% in size
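Stably transfected U87-MG glioma cells carrying a GRP78-based luciferase sensor; 16 h compound incubation. Luminescence end-point read 10 min after Bright-Glo addition at room temperature.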
POLK inh – inhibitors of human DNA polymerase kappa; hit rate 0.53% among 400,000; purified Pol kappa, fluorescent DNA synthesis assay, 10 min; Potency, µM (highest dose often 107 µM), for the others: at the top dose activity, negative = inhibition, most hits filed as inhibitors; AID 588579; Q9UBT6; note: potency is the fitted concentration of half-maximal effect; % is set by controls: 0 for no effect and ±100 for the full control effect
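First, compounds were pin-transferred onto 10 nM Pol kappa. After 15 min at room temperature, substrate was added to 50 nM final. Fluorescence was then measured kinetically at 0 and 10 min.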
Anesthetic bind – candidate novel general anesthetic via apoferritin binding | apoferritin/1-aminoanthracene competitive binding, fluorescence | AID 485281 | hit rate 0.074% among 350,000 | Potency, µM (highest dose often 77.5 µM), inactives show at the highest dose activity change, negative = displacement, hits mostly inhibitors | P02791; note: potency is the fitted concentration of half-maximal effect; % is set by controls: 0 for no effect and ±100 for the full control effect; nearly all actives have a fitted effect of over 20% in size
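Read-out: endpoint 1-AMA fluorescence, excitation 380 nm and emission 535 nm, after compounds sit 10 min at room temperature with 10 uM horse-spleen apoferritin in 50% saturated 1-AMA/PBS. Values come from four-parameter Hill fits.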
LDHA inh – LDHA (human) enzyme inhibition; activity change, % (values are at about 110 or 230 µM); purified LDHA, NADH/diaphorase-resazurin fluorescence; stronger effect = lower value; P00338; AID 1347041; hit rate 0.15% among 480,000; in the data active = activity change below about -30%; inconclusive = mostly about -25% to -30%;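 note: plate controls were DMSO wells for no effect and wells without enzyme for full effect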
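Enzyme activity of human lactate dehydrogenase 5 (2 nM; 0.06 mM NADH, 0.2 mM pyruvate, 5 min, RT) is measured via a resazurin/diaphorase fluorescence readout of residual NADH.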
Pol beta inh – inhibitors of human DNA polymerase beta | hit rate 1.3% among 340,000 | P06746 | Potency, µM (series often up to 114 µM), for the others: at the top dose activity change, negative = inhibition, hits mostly inhibitors | Pol beta primer extension/strand displacement, fluorescence kinetic | AID 485314; note: potency is the fitted concentration of half-maximal effect; % is set by controls: 0 for no effect and ±100 for the full control effect
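Pol beta (10 nM) and compounds were preincubated 15 min at room temperature, then 50 nM substrate (final) started primer extension/strand displacement. Reads were taken at 0 and 10 min; concentration-response data were fitted to a four-parameter Hill equation.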
* marks the source's active call; other numbers are inactive results; ? = inconclusive; . = not tested or not shown; & = joins results of further samples; [ ] = another dose, or the depositor's remark. Unless noted, calls come from the whole dose curve; as a rule, active = well fitted curve in the direction sought with a large enough effect; inconclusive = small, poorly fitted or top-dose-only effect, or another doubt; inactive = no such curve, though single readings can be large; an effect the other way counts as inactive or inconclusive. An excerpt; rates above refer to the full screens.

SMILES | POLI inh | APEX1 inh | BLM inh | Pol eta inh | GRP78 ERSR act | POLK inh | Anesthetic bind | LDHA inh | Pol beta inh
Cc1ccc(NS(=O)(=O)c2ccccc2)c2c1CC(C)(C)O2 | 10% | -7% | -7% | 3% | -4% | -13% | -12% | -3 | 27%
C=CCNC(C(=O)Nc1cccc(OC)c1)c1ccccc1 (stereo unspecified) | 8% | 0% | -11% | -5% | -2% | -2% | 0% | -4 | 4%
COc1ccc(C2=NOC(C(=O)Nc3ccc(C)cc3)C2)cc1OC (stereo unspecified) | -1%[58.9 µM] | -1% | 0% | -13% | -3% | -7% | ? | 6 | 7%
CN(C)CCCn1c(NC(=O)C2CCCCC2)nc2ccccc21 | 9% | -1% | 3% | 2% | 1% | -1% | -1% | 1 | 0%
CC(C)CC(CO)N1CCN(C(=O)c2ccc(Cl)c(Cl)c2)CCC1=O (stereo unspecified) | 24% | . | . | -6% | -5% | 6% | . | -5 | .
COc1ccccc1CNC(=O)C1CCN(S(=O)(=O)c2ccc3c(c2)NC(=O)CO3)CC1 | 4% | 14% | -4% | -24% | -5% | 5% | -12% | 1 | -1%
COCCNC(=S)N(CCc1c(C)[nH]c2ccc(F)cc12)Cc1cccs1 | -30% | -2% | -12% | -18% | -6% | -1% | -6% | -4 | -18%
CC(=O)OC1C([N+]2(C)CCCCC2)C[C@H]2C3CC[C@H]4C[C@H](OC(C)=O)C([N+]5(C)CCCCC5)CC4(C)[C@H]3CCC12C (stereo partly specified) | 0% | . | . | -1% | 0% | 7% | . | -8 | .
O=C(O)c1ccccc1C(=O)NCc1ccc2c(c1)OCO2 | ? | -19% | -2% | -3% | -3% | ? | -2% | -1 | -2%
COc1cccc(C(=O)NC23CC4CC(CC(C4)C2)C3)c1 | 16% | 15% | 3% | -16% | 4% | 5% | ? | 0 | 3%
CCN(CC)c1ccc(/C=N/N2CCOCC2)c(O)c1 | 105%[activator] | -1% | -4% | -15% | 3% | -9% | -6% | 8 | 8%
Clc1ccc(OCc2nn3c(-c4ccco4)nnc3s2)cc1 | 14% | -2% | 1% | -27% | -4% | -8% | ? | -4 | ?
COc1ccccc1CNC(=O)c1sccc1-c1ccccc1 | 4% | 29% | -4% | -6% | -6% | -3% | 7% | 4 | 1%
O=C(Nc1nccs1)[C@@H]1CCCN1S(=O)(=O)c1ccc(Cl)cc1 | 72%[activator] | -2% | . | -12% | -4% | -9% | . | -9 | .
O=C(N/N=C/c1ccc(OC(F)F)cc1OC(F)F)c1ccc(Br)cc1 | -3% | 11% | -8% | -15% | -2% | -22% | -11% | -6 | -26%
Cc1nnc(SCC(=O)Nc2sc3c(c2C(N)=O)CCCC3)[nH]c1=O | -6% | -3% | -6% | 3% | -2% | -24% | -17% | -4 | ?
CCCC12CN3CC(CCC)(CN(C1)C3c1c(C)[nH]c(=O)[nH]c1=O)C2=O (stereo unspecified) | 36%[activator] | . | 2% | -15% | -5% | 1% | 4% | 3 | 23%
CCC(=O)O[C@]1(C(=O)CCl)[C@@H](C)C[C@H]2[C@@H]3CCC4=CC(=O)C=C[C@]4(C)[C@@]3(F)[C@@H](O)C[C@@]21C | 27% | -8%&-1% | -9% | -20% | -2% | -7% | -14% | -8 | 12%
Cc1ccc(OCCCC(=O)Nc2ccc(Cl)c(S(=O)(=O)N3CCOCC3)c2)cc1 | 18% | -10% | . | -9% | -6% | -10% | . | 2 | .
CC(C(=O)NCc1ccccn1)c1ccc([N+](=O)[O-])cc1 (stereo unspecified) | 12% | -1% | -1% | 1% | 0% | -9% | -6% | -2 | 1%
CC1CCCN(C(=O)C2CCN(CC(C)c3ccccc3)CC2)C1 (stereo unspecified) | 11% | -7% | 5% | 2% | -4% | -21% | -4% | -8 | 2%
O=C(Nc1ccccc1C(=O)NCCCN1CCOCC1)c1ccc(Cl)cc1 | 24% | 40% | -2% | -10% | -6% | -13% | -4% | -2 | 5%
O=C(Nc1ccc(S(=O)(=O)NC2=NCCCCC2)cc1)c1ccc(Cl)cc1Cl | 17% | 7% | . | -13% | -3% | -2% | . | 0 | .
CCCn1c(SCC(=O)c2ccc3c(c2)OCCO3)nnc1-c1ccco1 | 8% | -9% | 0% | 5% | -2% | -5% | ? | 3 | 28%
COC(=O)[C@H]1[C@H](c2ccccc2)[C@H](C(=O)OC)O[C@H]1c1ccccc1 | 50%[activator] | . | . | -12% | -2% | -4% | . | -5 | .
COc1ccc(OC)c(/C=C2\Oc3cc(OCC(=O)N4CC(O)C[C@H]4C(=O)O)ccc3C2=O)c1 (stereo partly specified) | -8% | -12% | -1% | -7% | -1% | -2% | -21% | 3 | ?
O=C(CCC(=O)c1cccs1)NCc1ccccc1 | 9% | 0% | 2% | -8% | -7% | 2% | 37%[activator] | -1 | 1%
CCOc1ccc(N(CC(=O)N2CCC(Cc3ccccc3)CC2)S(C)(=O)=O)cc1 | 28% | 2% | -6% | -11% | 0% | -7% | -11% | 4 | 1%
NS(=O)(=O)c1ccc(CCN2C(=O)CCC2=O)cc1 | -13% | 18% | 2% | -24% | 0% | 2% | 4% | -2 | 0%
O=C(Nc1ccccc1Br)c1ccc(N2CCCC2=O)cc1 | 15% | 27% | . | -6% | 2% | -1% | . | -4 | .
O=C(/C=C/c1cc(Br)ccc1F)OCC(=O)N1CCCC1 | 15% | 3% | . | -8% | -1% | -8% | . | -4 | .
O=C(N/N=C/c1ccc(Cl)cc1)c1cc2c(s1)-c1ccccc1CC2 | -2% | 3% | -13% | ? | -1% | -3% | -12% | -5 | ?
COc1ccc(NC(=O)N2CCCC2C(=O)NCC2CCCCC2)cc1 (stereo unspecified) | 17% | -9% | -4% | -5% | -1% | -7% | 6% | -2 | 46%
COc1ccc(NC(=S)Nc2ccc3nc(C)c(C)nc3c2)cc1 | 33%[activator] | -8% | -7% | -17% | 0% | -2% | 257%[activator] | 5 | 4%
NS(=O)(=O)c1ccc(CNC(=O)c2cc(-c3cccnc3)nc3ccc(Br)cc23)cc1 | -12% | 1% | -8% | 9% | -3% | -24% | -6% | -11 | -13%
CCn1cc(C(=O)O)c(=O)c2cc(F)c(N3CCN(C(=S)Nc4ccc(OC)cc4)CC3)cc21 | 28% | -1% | -5% | -9% | -4% | 1% | 4% | 5 | -23%
CCOc1ccc2nc3c(cc2c1)CN(CCCO)C(=NCCOC)S3 | ? | -3% | -4% | -12% | -1% | -7% | ? | 15 | -3%
Cc1cc2nccc(-c3cccnc3)n2n1 | 6% | -3% | 0% | 5% | -2% | -2% | 2% | -13 | -1%
CN1CCN(c2ncnc3ccc(-c4cccnc4)cc23)CC1 | . | 0% | 8% | . | -4% | 3%[60.1 µM] | . | . | .
C/C=C/C=C/C(=O)OCC(=O)Nc1ccc(Cl)cc1 | 136%[activator] | -3% | -2% | -8% | -1% | -6% | -18% | -10 | 1%
Cc1c(Cl)cccc1NC(=S)NCc1ccccc1 | 29% | . | . | -16% | 5% | -7% | . | 2 | .
CCOc1cc(C2NC(=O)NC(c3ccccc3)=C2C(C)=O)ccc1OC(C)=O (stereo unspecified) | -26% | 3% | 3% | -18% | -4% | 7% | -15% | -1 | 6%
Cc1ccc(S(=O)(=O)N2CCOCC2)cc1NC(=O)Nc1ccc([N+](=O)[O-])cc1 | 23% | 23% | . | -15% | -5% | -9% | . | -9 | .
COc1ccccc1CNC(=O)COC(=O)c1sc(C)nc1C | 24% | 11% | . | -4% | -4% | 6% | . | -2 | .
Cc1ccc2nc(NC(=O)Cn3nc(C)c([N+](=O)[O-])c3C)sc2c1 | 3% | 2% | -1% | -13% | -4% | -9% | 3% | -1 | 0%
COC(C/C=C\[C@@H](O)COCc1ccccc1)OC | -13% | -1% | 0% | -14% | -3% | -13% | -7% | -10 | -25%

Of the compounds above, 10 contain a Cl atom.
SMILES | POLI inh | APEX1 inh | BLM inh | Pol eta inh | GRP78 ERSR act | POLK inh | Anesthetic bind | LDHA inh | Pol beta inh
CC(C)CC(CO)N1CCN(C(=O)c2ccc(Cl)c(Cl)c2)CCC1=O (stereo unspecified) | 24% | . | . | -6% | -5% | 6% | . | -5 | .
Clc1ccc(OCc2nn3c(-c4ccco4)nnc3s2)cc1 | 14% | -2% | 1% | -27% | -4% | -8% | ? | -4 | ?
O=C(Nc1nccs1)[C@@H]1CCCN1S(=O)(=O)c1ccc(Cl)cc1 | 72%[activator] | -2% | . | -12% | -4% | -9% | . | -9 | .
CCC(=O)O[C@]1(C(=O)CCl)[C@@H](C)C[C@H]2[C@@H]3CCC4=CC(=O)C=C[C@]4(C)[C@@]3(F)[C@@H](O)C[C@@]21C | 27% | -8%&-1% | -9% | -20% | -2% | -7% | -14% | -8 | 12%
Cc1ccc(OCCCC(=O)Nc2ccc(Cl)c(S(=O)(=O)N3CCOCC3)c2)cc1 | 18% | -10% | . | -9% | -6% | -10% | . | 2 | .
O=C(Nc1ccccc1C(=O)NCCCN1CCOCC1)c1ccc(Cl)cc1 | 24% | 40% | -2% | -10% | -6% | -13% | -4% | -2 | 5%
O=C(Nc1ccc(S(=O)(=O)NC2=NCCCCC2)cc1)c1ccc(Cl)cc1Cl | 17% | 7% | . | -13% | -3% | -2% | . | 0 | .
O=C(N/N=C/c1ccc(Cl)cc1)c1cc2c(s1)-c1ccccc1CC2 | -2% | 3% | -13% | ? | -1% | -3% | -12% | -5 | ?
C/C=C/C=C/C(=O)OCC(=O)Nc1ccc(Cl)cc1 | 136%[activator] | -3% | -2% | -8% | -1% | -6% | -18% | -10 | 1%
Cc1c(Cl)cccc1NC(=S)NCc1ccccc1 | 29% | . | . | -16% | 5% | -7% | . | 2 | .

Screening data: PubChem BioAssay, National Center for Advancing Translational Sciences (NCATS)
